Screening results from PubChem.
mcGAS MS inh – blocks mouse cGAS cGAMP production | 0.18% of 130,000 active | recombinant mouse cGAS, cGAMP by RapidFire MS | Q8C6L5 | AID 1259397 | inhibition, % at 12.5 µM;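 active means inhibition of cGAS enzyme activity at or above 60%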;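 further: enzyme stimulated by 45 bp dsDNA with ATP and GTP substrates; cGAMP share of summed cGAMP plus half ATP and half GTP signals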
Target sequence (Q8C6L5 whole entry, looked up): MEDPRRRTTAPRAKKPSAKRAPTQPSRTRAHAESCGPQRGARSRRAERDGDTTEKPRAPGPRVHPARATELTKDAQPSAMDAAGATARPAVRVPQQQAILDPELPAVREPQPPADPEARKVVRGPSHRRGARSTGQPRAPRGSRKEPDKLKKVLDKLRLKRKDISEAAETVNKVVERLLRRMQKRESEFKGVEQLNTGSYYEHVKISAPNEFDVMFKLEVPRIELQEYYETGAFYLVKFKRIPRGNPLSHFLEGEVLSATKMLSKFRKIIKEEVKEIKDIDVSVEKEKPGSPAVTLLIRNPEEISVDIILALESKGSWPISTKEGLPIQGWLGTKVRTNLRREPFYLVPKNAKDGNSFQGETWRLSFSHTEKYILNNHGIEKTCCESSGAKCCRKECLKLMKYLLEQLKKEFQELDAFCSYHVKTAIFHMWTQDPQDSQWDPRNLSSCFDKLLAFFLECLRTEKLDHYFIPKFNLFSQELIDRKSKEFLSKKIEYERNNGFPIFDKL
Numbers without * were called inactive; & = joins results of further samples. Only part of the results is shown. The share of hits here may be higher or lower than overall.

SMILES | mcGAS MS inh
COc1ccccc1C(=O)N(CC1CCN(Cc2ccccc2F)CC1)CC1CCCO1 (configuration not stated) | -8
COc1ccc(C2CCCCN2S(=O)(=O)NCc2ccccc2)cc1 (configuration not stated) | 3
Cc1c(C(=O)NCCC#N)sc(=O)n1CCc1ccccc1 | -10
O=C(NNC(=O)C(c1cccc(Br)c1)N1CCCC1)c1ccccc1F (configuration not stated) | -2
O=C(c1ccno1)N(CCN1CCOCC1)c1nc2ccc(F)cc2s1 | -1
FC(F)(F)c1cccc(NC(=S)NCc2cccc3c2OCO3)c1 | -4
N#Cc1ccc(CO/N=C2\CCN(C3CC3)C2)cc1 | -2
CN(CCN1CCN(Cn2cc(Cl)cn2)CC1)Cc1ccccc1 | -1
CCOc1ccc(CN2CCC(N3CCC(C(=O)NC(C)C)CC3)CC2)cc1 | -10&-2
O=C(CCc1cccnc1)N1CCOC(COc2ccc(F)cc2)C1 (configuration not stated) | -7
Cn1nc(CC2CCN(C(=O)N3CCCC3)CC2)n(-c2ccccc2)c1=O | -21
COc1cc(C(=O)N(C)Cc2snnc2C)nc(OC)n1 | 4
O=C(O)/C=C1\CC(=O)OC1(O)CCC(=O)O (configuration not stated) | -4
CCOC(=O)C1(CCOC)CCN(CC(c2ccccc2)c2ccccc2)CC1 | 0
CCN(CC)C(=O)c1nc(CC(C)C)nn1-c1ccc2c(c1)OCO2 | -19

By substructure: those above with four or more nitrogen atoms.
SMILES | mcGAS MS inh
O=C(c1ccno1)N(CCN1CCOCC1)c1nc2ccc(F)cc2s1 | -1
CN(CCN1CCN(Cn2cc(Cl)cn2)CC1)Cc1ccccc1 | -1
Cn1nc(CC2CCN(C(=O)N3CCCC3)CC2)n(-c2ccccc2)c1=O | -21
COc1cc(C(=O)N(C)Cc2snnc2C)nc(OC)n1 | 4
CCN(CC)C(=O)c1nc(CC(C)C)nn1-c1ccc2c(c1)OCO2 | -19

Next entries.
SMILES | mcGAS MS inh
Cc1ccc(-n2ncc3c(=O)n(NC(=O)c4ccccc4[N+](=O)[O-])cnc32)cc1 | -3
C1CC2CN(c3nc4nonc4nc3N3CCSCC3)CCN2C1 (configuration not stated) | -17
CCOc1ccccc1N1CCN(C(=O)c2ccccc2N2CCC(NC(=O)C3CC3)CC2)CC1 | -11
CN1C(=O)C(=Cc2c(N3CCCC3)nc3ccccn23)C(=O)N(C)C1=O | -14
Cc1ccc(C2c3cccn3CCN2C(=O)NC2CCCCC2)cc1 (configuration not stated) | -7
CC(=O)Nc1cccc(C(=O)NCCS(=O)(=O)N(C)C)c1 | -4
C=CCOC(=O)C1=C(C)N(C)C(=O)NC1c1ccccc1I (configuration not stated) | -1
Clc1cccc(Cc2noc(C3CC4CCC3O4)n2)c1 (configuration not stated) | -7
CCOc1cccc(CN2CCC(CCC(=O)NC3CC3)CC2)c1O | -3
CC1(C(=O)NS(=O)(=O)c2ccccc2OC(F)(F)F)CCN1C(=O)Cc1ccccc1Cl (configuration not stated) | -2
CCOC(=O)C1CCN(C(=O)C(C)Sc2nc(C)c(CC(N)=O)s2)CC1 (configuration not stated) | -3
Cc1ccc(CC(=O)Nc2nnc(-c3ccc4c(c3)OCCO4)o2)c(C)c1 | -14
CN1CC2(CCCN(C(=O)c3ncoc3C3CC3)CC2)OC1=O (configuration not stated) | 6
CC(C)c1nnc(SCc2ccccc2C#N)n1Cc1ccco1 | -10
CCN1CCC(N(C)C(=O)Nc2nccs2)CC1C (configuration not stated) | -7
CCOc1ccc2nc(S(=O)(=O)NC(=O)C3(C)CCN3C(=O)c3sccc3C)sc2c1 (configuration not stated) | -10
COc1ccc(N/N=C(/C#N)C(=O)c2ccccc2Cl)cc1 | -17
CSC(=NCCCN1CCOCC1)NS(=O)(=O)c1cccs1 | 2
Cc1nn(Cc2ccccc2)c2c1C(c1cccc(O)c1)C(C#N)C(=N)O2 (configuration not stated) | -1
CCOC(C)c1noc(CNC(=O)NCC2CC=CCC2)n1 (configuration not stated) | -4
CN(C)CCN(Cc1ccc(F)cc1)C(=O)Nc1nnc(C(F)(F)F)s1 | 2
CCc1cn[nH]c1C1CCN(Cc2cc(OC)ccc2-n2cccn2)CC1 | -23
OCC1(O)CCCN(Cc2cccc(Cl)c2F)CC1 (configuration not stated) | -19
CCN(CC)c1ccc2cc(-c3nnc(Nc4ccc(Oc5ccc6ccccc6c5Cl)c(Cl)c4)s3)c(=O)oc2c1 | -14
O=S(=O)(NCc1ccccc1)NCC(c1ccc(F)cc1)N1CCCC1 (configuration not stated) | -9
Oc1oc(-c2cccc3ccccc23)nc1C=Nc1cccc(C(F)(F)F)c1 | -8
CC(NC(=O)c1sc2ccccc2c1Cl)C(=O)N1CCOCC1 (configuration not stated) | -11
CCOP1(=O)C=C(C(C)(C)C)OC1c1ccc(F)cc1 (configuration not stated) | 4
NS(=O)(=O)c1ccc(Nc2nc(-c3cccs3)cs2)cc1 | -13
CN(Cc1ccsc1)C(=O)C1CCCN1C(=O)Nc1ccccc1 (configuration not stated) | -8
COc1cc(Cl)c(NC(=O)C=Cc2ccco2)cc1OC | -12
Cc1nc(-c2ccc(-n3ccnc3-c3cccc(F)c3F)cc2)n[nH]1 | 0
N#Cc1c(N)n[nH]c1CCCNC(=O)C(Cc1ccccc1)NC(=O)c1ccccc1 (configuration not stated) | -8
CCOC(=O)c1nn(-c2ccc(F)cc2)c(=O)cc1OCc1c(F)cccc1Cl | -2
Cn1nnc(C(O)CN2CCOCC2)n1 (configuration not stated) | -6
CC1(C)CC(N2C(=O)c3cccc(N4CCCC(C(=O)NCc5nc(-c6ccccc6)cs5)C4)c3C2=O)CCO1 (configuration not stated) | 4
CC(C)=CC(=O)N1C[C@H](O)[C@@H](N2CCN(C)CC2)C1 | -1
Cc1nn(C)cc1NC(=O)C(=O)NCC(C)c1cccs1 (configuration not stated) | 58
Cc1cc(-n2cccn2)ccc1-c1nccn1CCc1scnc1C | -11
O=C(Cc1cccs1)Nc1ccc(N2CCCC2)c(S(=O)(=O)NC2CCCc3ccccc32)c1 (configuration not stated) | 4
O=c1cc(NCc2nc3ccccc3[nH]2)c2ccccc2o1 | -11
O=C(NC1CC(=O)N(Cc2cccc(F)c2)C1)c1n[nH]c2c1CCCC2 (configuration not stated) | 5
O=C(O)C1CCCN(c2ncnc3c2CN(Cc2ccccc2)CC3)C1 (configuration not stated) | -4
Cc1c(CN2CCCC(c3ccn[nH]3)C2)[nH]c2ccc(F)cc12 (configuration not stated) | -2
Cc1cc(C)c(C(=O)N(CC2CCCO2)C2CCSC2)[nH]1 (configuration not stated) | -13
O=C(CN1CCSC1=O)Nc1ccc(Cl)cc1Cl | -6
CCCn1nccc1C(=O)N1CCN2CCN(C)CC2C1 (configuration not stated) | -13
CCOC(=O)N1CCN(C(=S)NC2CC3CCC2C3)CC1 (configuration not stated) | -1
Cc1ccc(N2CCC(Nc3cncc(Cl)n3)CC2)nc1 | -4
CN1CCOC(CCNC(=O)c2ccc3c(c2)N(C)C(=O)CO3)C1 (configuration not stated) | -14
CC(NC(=S)NC(=O)c1ccccc1I)c1ccccc1 (configuration not stated) | -3
Nc1c(Br)cc(F)cc1Br | -8&1
COc1ccc(C(=O)N2CCN(c3cc(OC)ccc3OC)C(=O)C2C)cc1 (configuration not stated) | -6
c1nc(Sc2nnnn2C2CCCC2)c2ccsc2n1 | -1
CCOC(=O)c1sc(NC(=O)C(C)Oc2ccc(OC)cc2)nc1C (configuration not stated) | 1
COc1ccc(S(=O)(=O)N2CCCC3(CCNCC3)CC2)cc1OC | -4
CNC(=O)C(C)SCc1csc(-c2cccs2)n1 (configuration not stated) | 1
O=C(COC(=O)CN1CCCCCC1=O)Nc1c(Cl)cc(Cl)cc1Cl | -7
COC(=O)Nc1cc(NC(=O)CCOc2ccccc2)ccc1F | 0
Nc1nc(Cl)cc(=O)n1Cc1ccc(Cl)cc1 | -7

3 entries from above, with each value named:
CC(=O)Nc1cccc(C(=O)NCCS(=O)(=O)N(C)C)c1
  mcGAS MS inh: -4
C=CCOC(=O)C1=C(C)N(C)C(=O)NC1c1ccccc1I (configuration not stated)
  mcGAS MS inh: -1
Clc1cccc(Cc2noc(C3CC4CCC3O4)n2)c1 (configuration not stated)
  mcGAS MS inh: -7

Following part:
SMILES | mcGAS MS inh
CC(C)(Cc1c[nH]c2ccccc12)NC(=O)c1ccc(SC(F)(F)F)cc1 | 4
CC1(C(=O)Nc2ccncc2)CCN1Cc1cccc2c1OCO2 (configuration not stated) | -11
CCC(C)(C)NC(=O)c1cn(-c2cccc(Br)c2)nn1 | 4
CSC1CCCC1N(C)C(=O)c1ccc(-c2n[nH]c(C)n2)cc1 (configuration not stated) | -4
COc1ccc(OCC(=O)Nc2ccccc2C(=O)n2cnc3ccccc32)cc1 | -26
O=C(NCC1CCCN(C(=O)C2=CCCC2)C1)c1ccc(-c2ccccc2)cc1 (configuration not stated) | 2
COc1coc(C(=O)N2CCN(Cc3cccc(F)c3)CC2)cc1=O | -1
COc1ccc(-c2cc(COC(=O)C3CCCC3)no2)cc1OC | -4
Cc1sc2ncnc(NC3CCCCC3)c2c1C | -1
CCOC(=O)N1CCN(Cc2nc3c(c(=O)n(C)c(=O)n3C)n2Cc2cc(C)ccc2C)CC1 | -14
CN(C)S(=O)(=O)c1ccc2c(c1)nc(CCC(=O)N1CCc3ccccc31)n2C | -7
O=[N+]([O-])c1cc2c(c(CSc3nnc(-c4ccc(F)cc4)c4ccccc34)c1)OCOC2 | -7
Clc1ccc(Cl)c(SCCSc2nnc(-c3ccc4c(c3)OCO4)o2)c1 | -7
O=C(NCc1cccc(F)c1)N1CCCCC1CN1CCOCC1 (configuration not stated) | -20
CN(Cc1ccc2nonc2c1)C(=O)c1ccc2nc(Cc3ccccc3F)oc2c1 | -4
Cc1nc(-n2nc(-c3cccs3)cc2NC(=O)c2ccc(F)cc2)[nH]c(=O)c1C | 0
COc1cc(C(=O)NCc2ccc(Cl)s2)ccc1OC1CCN(C(C)=O)CC1 | -6
CCOC(=O)C1=C2NC(=O)c3ccccc3N2C(=O)C1 | -5
CN1CCN(c2ncccc2CNC(=O)c2cccc(-n3cnnc3)c2)CC1 | -13
CC(C)N(Cc1nccn1C)C(=O)Cn1nnnc1CN1CCCCCC1 | 1
COc1cccc(CN2CCC2(C)C(=O)Nc2ccc(Cl)c(Cl)c2)c1OC (configuration not stated) | -11
CC(C)CNc1ccccc1C(=O)N1CCC(C(=O)O)CC1 | -15
Cc1ccc(N(C)C(C)C)c(C(=O)NS(C)(=O)=O)c1 | 1
CNc1ncc(-c2cc(C(=O)N3CCN(C)C(=O)C3C)c3ccc(F)cc3n2)cn1 (configuration not stated) | -3
O=C(Nc1ccccc1)N1CCC(=S)Nc2ccccc21 | -18
CC1CCN(C(=O)CSc2nnc(C(C)Oc3ccc(F)cc3)o2)CC1 (configuration not stated) | 1
CC(c1ccc(Cl)cc1)N(C(=O)C1CCN(C(=O)N2CCCC2)CC1)c1ccccc1 (configuration not stated) | 1
COc1ccc(OC)c(NC(=O)CNC(C)c2ccc(F)c(F)c2)c1 (configuration not stated) | -8
Cc1ccc(Cn2c(=O)c3c(nc4n(CCN(C)C)c(C)cn34)n(C)c2=O)cc1 | -10
Oc1c(Cl)cc(Cl)cc1C(c1ccccc1)N1CCCC1 (configuration not stated) | -16
CCC(=O)N(c1nnc(SC(C)C(=O)N2CCNC2=O)s1)C1CC1 (configuration not stated) | -7
CN1CC2(CCCN(C(=O)c3ncccc3O)C2)OC1=O (configuration not stated) | -4
CC(=O)Nc1cccc(C(=O)N(C)C2CCS(=O)(=O)C2)c1 (configuration not stated) | 2
COc1ccc(-c2cc(CNC(=O)Cc3cnc4c(C)cccn34)on2)cc1 | -14
CC1(C)CC(NS(=O)(=O)c2ccc(Br)cc2)CC(C)(C)N1 | 1
Cc1nc(C)n(CC(C)C(=O)N(C)Cc2ccc3nsnc3c2)n1 (configuration not stated) | -21
NC1CCN(c2ccccc2C(=O)NCCN2CCOCC2)CC1 | -4
COc1ccc(CNCC2(C(N)=O)CCCC2)c(OC(F)F)c1 | -10
COc1cc(NC(=O)CN(Cc2cnn(C)c2)C2CC2)ccc1Cl | -11
CCn1nc(C)c(C(C)NC(=O)C2CCC(OC)CC2)c1C (configuration not stated) | -24
CCOC(=O)c1c(-c2ccc(OC)cc2)csc1NC(=O)CN1CCOC(C)C1 (configuration not stated) | -2
Cc1cc(C)cc(-n2ncc3c(=O)n(CC(=O)N4CCCCC4)cnc32)c1 | -3
CC(C)c1nccc(CN2CCCC(Cn3ccnc3)C2)n1 (configuration not stated) | 10
Cc1ccc2cc(NC(=O)C3(C)CCN(C)C3)ccc2n1 (configuration not stated) | -1
CC(C)(CNC(=O)c1coc(COc2ccc(F)cc2)n1)N1CCOCC1 | -10
CCc1cnc(C)nc1/C=C/c1ccccc1 | -13
O=S1(=O)N=C(CN2CCCc3ccccc32)Nc2ccccc21 | 5
CN(C)S(=O)(=O)c1ccccc1NC(=O)C1CCc2ccccc21 (configuration not stated) | -7&-5
FC(F)(F)c1cccc(Nc2nnnc3c2cnn3-c2ccccc2)c1 | -8
Cc1[nH]c2ccccc2c1C1=CSC2=NS(=O)(=O)CCN12 | -6
